Screens as filed in PubChem.
KCNK9 block – inhibitors of human KCNK9 two-pore domain potassium channel. HEK293 KCNK9, FluxOR thallium flux fluorescence; hits give low values. actives 1.2% (n = 310,000). B-score at 10 µM;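 active = ratio B-score over 3 SD below the library mean, with starting fluorescence within 5 SD of its mean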;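 also: negative B-score means less thallium flux so channel inhibition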
Target sequence (Q9NPC2 whole entry, looked up, the tested form may be a part): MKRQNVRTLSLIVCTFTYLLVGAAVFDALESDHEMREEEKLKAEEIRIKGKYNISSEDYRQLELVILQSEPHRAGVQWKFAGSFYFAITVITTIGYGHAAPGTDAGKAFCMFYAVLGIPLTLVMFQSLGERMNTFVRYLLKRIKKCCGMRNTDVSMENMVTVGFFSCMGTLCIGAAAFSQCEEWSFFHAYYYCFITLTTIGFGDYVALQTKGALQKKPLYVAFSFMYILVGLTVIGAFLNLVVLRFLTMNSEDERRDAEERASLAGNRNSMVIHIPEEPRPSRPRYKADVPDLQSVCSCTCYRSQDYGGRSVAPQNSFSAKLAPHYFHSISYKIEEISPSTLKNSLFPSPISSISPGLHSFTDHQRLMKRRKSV
TRPC4 potent – allosteric potentiators of mouse TRPC4 channel | B-score at 10 µM | AID 2227 | Q9QUQ5 | HEK293 TRPC4beta/mu-opioid, DAMGO EC20, Fluo-4 Ca2+ flux; hits give high values | actives 0.42% (n = 310,000);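 active = B-score of calcium response area above 5 SD of library B-scores, with initial fluorescence ratio within 5 SD of library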;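 also: B-score of integrated fluorescence ratio over time as area under calcium response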
HDAC3 inh – inhibitors of human histone deacetylase 3; recombinant HDAC3, fluorogenic peptide/trypsin coupled, fluorescence; inhibition, % at 8.3 µM; actives 0.15% (n = 320,000); AID 2718; in the data active = inhibition above about 26%, passing the limit was not always enough
Target sequence (O15379 whole entry, looked up): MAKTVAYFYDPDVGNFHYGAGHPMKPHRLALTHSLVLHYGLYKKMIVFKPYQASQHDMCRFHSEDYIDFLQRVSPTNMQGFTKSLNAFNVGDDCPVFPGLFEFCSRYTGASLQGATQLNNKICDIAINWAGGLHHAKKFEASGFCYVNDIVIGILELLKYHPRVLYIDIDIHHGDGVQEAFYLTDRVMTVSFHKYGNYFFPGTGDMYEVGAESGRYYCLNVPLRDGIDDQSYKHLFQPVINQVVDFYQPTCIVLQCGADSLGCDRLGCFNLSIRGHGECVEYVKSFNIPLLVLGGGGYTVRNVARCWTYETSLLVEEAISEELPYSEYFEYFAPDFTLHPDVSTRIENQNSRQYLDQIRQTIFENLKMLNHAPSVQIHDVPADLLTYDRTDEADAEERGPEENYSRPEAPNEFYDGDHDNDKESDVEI
Dyrk1A ADPGlo – Dyrk1A (rat) kinase inhibition. ADP-Glo luminescence, NFATc1 peptide. AID 504441. Q63470. actives 0.43% (n = 310,000). inhibition, % at 12.5 µM; in the data active = inhibition above about 50%;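 also: plate controls were vehicle with enzyme for no effect and no enzyme for full effect; many of its hits are not listed in these tables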
KCNQ1 block – human KCNQ1 channel inhibition | P51787 | CHO-K1 KCNQ1, FluxOR thallium flux fluorescence; hits give high values | B-score at 10 µM | actives 1.3% (n = 310,000) | AID 2642;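 active = compounds whose thallium flux B-score, printed positive for inhibition, exceeds three library SD while starting fluorescence stays within three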;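 also: channel opened by potassium depolarization with thallium stimulus after 20 min compound exposure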
hERG rescue – shields human hERG channel from block by proarrhythmic agents; CHO-hERG, FluxOR thallium flux, dofetilide IC70 present; activation (rescue from dofetilide block), less the hit threshold, % at 10 µM; actives 0.51% (n = 310,000); AID 1511;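 active = activation above the mean of controls blocked by dofetilide plus 5 SD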;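 also: thallium influx through hERG after potassium depolarization seen as dye fluorescence rise; in these data hits start at about 4.7%; inactives centre near -7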
KCNQ1 act – potentiates or activates the human KCNQ1 potassium channel; AID 2648; CHO-K1 KCNQ1, thallium flux FluxOR fluorescence; hits give high values; actives 0.35% (n = 310,000); P51787; B-score at 10 µM;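 active = fluorescence ratio B-score, a plate-corrected score, at least three library SD, with initial intensity B-score within 5 SD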
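Test system: CHO-K1 cells stably expressing KCNQ1 / Medium: assay buffer / Also added: depolarizing K+/Tl+ stimulus, K2SO4 and Tl2SO4 each 12.5 mM in 5x stock / Incubation: 90 min dye loading and 20 min compound exposure, both at room temperature / Signal: thallium influx via FluxOR fluorescence, kinetic imaging / Evaluation: B score of baseline-normalized fluorescence ratio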
TMEM16A inh – blocks the mouse calcium-activated chloride channel TMEM16A | Q8BHY3 | HEK293 TMEM16A/YFP iodide influx fluorescence, ionomycin | normalized B-score (activity score, 25-100; higher = stronger inhibition) at 10 µM | actives 1.2% (n = 310,000);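 active = ratio plate-corrected score three or more library SD toward inhibition, starting fluorescence score within five deviations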;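 also: score derived from kinetic fluorescence span divided by baseline fluorescence per well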
TMEM16A act – mouse TMEM16A channel activation, primary screen; Q8BHY3; HEK293 TMEM16A/YFP-H148Q/I152L, iodide quench fluorescence; hits give low values; B-score at 10 µM; actives 0.3% (n = 340,000);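 active = fluorescence-ratio B-score plate-corrected deviation score at least 3 library SD below zero, with starting fluorescence score within 5 deviations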;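 also: channel opened by trigger with iodide after compound preincubation; score built on the fluorescence ratio of max minus min over baseline; more negative score means more quench and so TMEM16A activation or potentiation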
KCNK3 block – human KCNK3 channel inhibition, primary screen. B-score at 10 µM. actives 0.84% (n = 340,000). O14649. CHO-KCNK3 thallium flux, FluxOR fluorescence; hits give low values. AID 602410;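 active = B-score under library mean minus 4 SD, starting fluorescence ratio at most library mean plus 5 SD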;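 also: more negative B-score means stronger inhibition of thallium flux through KCNK3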
TRPC4 act – activators of mouse TRPC4 channel; AID 2237; HEK293 TRPC4beta/mu-opioid, Fluo4 calcium fluorescence; hits give high values; Q9QUQ5; B-score at 10 µM; actives 0.49% (n = 310,000);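 active = B-score above 5 SD of library B-scores, and initial fluorescence ratio not above library mean plus 5 SD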;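 also: positive B-score marks a calcium rise read as TRPC4 activation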
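Assay system – TRPC4beta and mu-opioid receptor HEK293 stable cells · Measured by – Fluo4 fluorescence, kinetic · Schedule – dye loading 45 min room temperature, 110 s kinetic read · Read-out – B-scored integrated calcium fluorescence ratio · Controls – buffer and maximal DAMGO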
The depositor's hits bear a star; i = inactive; . = no result given.

SMILES	KCNK9 block	TRPC4 potent	HDAC3 inh	Dyrk1A ADPGlo	KCNQ1 block	hERG rescue	KCNQ1 act	TMEM16A inh	TMEM16A act	KCNK3 block	TRPC4 act
CCc1cc(=O)oc2cc(OCC(=O)N3CCCc4ccccc43)ccc12	i	i	-1.1	4.1	i	-5.5	i	i	i	i	i
CCN1CCN(C(C(=O)NC2CCCC2)c2cc3c(cc2[N+](=O)[O-])OCO3)CC1 (stereo not given)	i	i	-1.1	-2.0	i	-8.8	i	i	i	i	i
O=C(CN(Cc1ccc(F)cc1)C(=O)CCC(=O)Nc1ccccn1)NCCc1ccccc1	i	i	6.5	-10.8	i	-6.6	i	i	i	i	i
Cc1ccc2nc(C)cc(C(=O)OCC(=O)Nc3c(C)n(C)n(-c4ccccc4)c3=O)c2c1	i	i	3.9	1.2	i	-12.2	i	i	i	i	i
Cc1cccc(-n2ccnc2SCC(=O)Nc2nccs2)c1C	i	i	-0.4	4.1	i	-7.6	i	i	i	i	i
COc1ccc(CN2[C@@H](CC(C)=O)c3cc(C(F)(F)F)ccc3S2(=O)=O)cc1	i	i	4.1	8.5	i	-3.3	i	i	i	i	i
COc1cc(NC(=O)COC(=O)c2cc(S(=O)(=O)N3CCCCC3)ccc2Cl)c(C)cc1[N+](=O)[O-]	i	i	7.6	-7.2	i	-3.4	i	i	i	i	i
CC(=O)c1c(C)[nH]c(C(=O)NCc2ccccc2F)c1C	i	i	-3.9	-4.7	i	-4.5	i	i	i	i	i
Cc1cc(C(=O)Cn2nnc3ccccc3c2=O)c(C)n1Cc1cccs1	i	i	7.4	-17.3	i	-2.2	i	i	i	-9.06*	i
CN(C)c1ccc(NC(=O)c2ccc3c(c2)nnn3C)cc1	i	i	-1.3	-7.2	i	-5.0	i	i	i	i	i
CCCC1CC(C)(c2csc(Nc3ccc(OCC)cc3)n2)OC1=O (stereo not given)	-7.67*	i	5.0	1.2	i	-2.2	i	100*	i	i	i
COc1ccc(N(CC(=O)NC2CCCC2)S(=O)(=O)c2ccc(NC(C)=O)cc2)cc1	i	i	2.8	0.7	i	-5.8	i	i	i	i	i
Cn1c2ccccc2n2c(=O)cc(-c3ccccc3)c(C#N)c12	i	i	-0.8	-2.7	i	-13.8	i	i	i	i	i
COc1ccc(OC)c(NC(=O)CCOc2cccc(C)c2)c1	i	i	-4.8	0.8	i	-5.1	i	i	i	i	i
CC1=C(C(=O)Nc2ccccc2)C(c2cccnc2)n2ncnc2N1 (stereo not given)	i	i	-3.3	-4.4	i	-6.9	i	i	i	i	i
CC(C)(C)Nc1nc(Cl)nc(NCc2ccccc2)n1	i	i	-3.4	-10.4	i	-15.3	i	i	i	i	i
CC(C)Cc1csc(NC(=O)C(C)C)c1C(=O)O	i	i	2.7	-0.1	i	-11.8	i	i	i	i	i
CCOc1ccccc1C(=O)N1CCN=C1SCc1cccnc1	i	i	1.7	-4.2	i	-5.5	i	i	i	i	i
COC(=O)[C@]1(CC(C)C)N[C@H](c2ccc(-c3ccc(Cl)c(Cl)c3)cc2)[C@@H]2C(=O)N(C)C(=O)[C@@H]21	i	i	-1.1	1.7	i	-15.4	i	i	i	i	i
CC(C)CNC(=S)Nc1ccccc1F	i	i	-1.2	-4.3	i	-10.8	i	i	i	i	i
Cc1cccc(C)c1NC(=O)CNC(=O)c1ccc2nc[nH]c2c1	i	i	-5.7	7.3	i	-14.6	i	i	i	i	i
COc1ccc(NC(=O)/C=C2\SC(=O)NC2=O)cc1	i	i	2.2	-4.7	i	-1.8	i	i	i	i	i
CON(C)c1nc(OCCNC(=O)COc2ccc(Cl)cc2C)nc(N(C)C)n1	i	i	-9.8	-4.1	i	-6.7	i	i	i	i	i
Cc1ccc(-c2noc(C3CCCN(C(=O)c4c(F)cccc4F)C3)n2)cc1 (stereo not given)	i	i	-5.3	-3.5	i	-20.0	i	i	.	i	i
COc1ccc(NS(=O)(=O)c2cc(NC(=O)C3CC3)ccc2N2CCCCC2)cc1	i	i	13.0	-1.0	i	-5.2	i	i	i	i	i
COc1ccc(CCNc2c(C=O)c(=O)[nH]c3ccccc23)cc1OC	i	i	-8.5	0.6	i	-6.1	i	i	i	i	i
COc1ccc([C@@H]2CC=C(C(=O)O)[C@H](c3cccc(Cl)c3)N2S(=O)(=O)c2ccccc2C)cc1	.	.	15.6	-5.6	.	.	.	i	i	i	.
Cc1cccc(C)c1NC(=O)C(C)Sc1n[nH]c(-c2ccncc2)n1 (stereo not given)	i	i	-2.5	-2.6	i	-6.2	i	i	i	i	i
O=C(Nc1ccc(C(F)(F)F)cc1)c1ccccc1Br	i	i	11.8	-2.5	i	-5.1	i	i	i	i	i
COC(=O)C1CCN(C(=O)COC(=O)c2oc3ccc(OC)cc3c2C)CC1	i	i	-17.3	10.7	i	-16.0	i	i	i	i	i
COc1ccc(C2C(C(=O)c3ccc(C)o3)=C(O)C(=O)N2Cc2cccnc2)cc1 (stereo not given)	i	i	6.7	-4.4	i	-5.6	i	i	i	i	i
Cc1ccc(/C=C/C(=O)N2CCN(S(=O)(=O)c3ccc(C)c(C)c3)CC2)o1	i	i	7.8	-1.0	i	-5.7	i	i	i	i	i
OCCN1CN=C(Nc2nc3ccccc3s2)NC1	i	i	6.2	5.8	i	-8.3	i	i	i	i	i
CC1CCCN(S(=O)(=O)c2cccc(-c3cn4cccnc4n3)c2)C1 (stereo not given)	i	i	-4.5	1.7	i	-4.8	i	i	i	i	i
C/C(=N\N=C\c1cccc(F)c1)c1nnn(-c2nonc2N)c1C	i	i	2.4	-2.5	i	-4.3	i	i	i	i	i
CCc1ccc(OCC(=O)N2CC(C(N)=O)Oc3ccccc32)cc1 (stereo not given)	i	i	-2.0	-4.5	i	-2.0	i	i	i	i	i
CCCOC(=O)COC(=O)c1ccccc1NC(=O)c1ccccc1	i	i	-7.6	-7.2	i	-3.3	i	i	i	i	i
Cn1c(C(=O)OC(C(=O)NC2CCCCC2)c2cccnc2)cc2sccc21 (stereo not given)	i	i	2.5	-1.9	i	-10.8	i	i	i	i	i
O=S(=O)(Nc1ncnc2c1oc1ccccc12)c1ccc(Cl)s1	i	i	3.1	-0.3	i	-11.5	i	i	i	i	i
COC(=O)c1sccc1NC(=O)CC1C(=O)NCCN1C(=O)Nc1ccc(F)cc1F (stereo not given)	i	i	-2.4	-0.8	i	-1.1	i	i	i	i	i
Cn1c(SCC(=O)NC2CC2)nnc1C1CC1	i	i	6.1	-4.4	i	-8.9	i	i	i	i	i
CC(C)c1ccc(-n2nc3ccc(N)cc3n2)cc1	i	i	-18.3	1.3	i	-13.9	i	i	i	i	i
O=C1c2ccccc2C(=O)N1CCCCSc1nnc2ccccn12	i	i	-1.9	-5.0	i	-3.5	i	i	i	i	i
COc1ccc(F)cc1S(=O)(=O)NCCN1CCOCC1	i	i	-8.1	9.7	i	-1.5	i	i	i	i	i
Cc1cc(N2C(=O)C(=O)/C(=C(/O)c3ccc(F)cc3)C2c2cccc(Br)c2)no1 (stereo not given)	i	i	6.9	-4.0	i	-13.8	i	i	i	i	i
CC(C)C(=O)Nc1cccc(NC(=S)NC(=O)c2ccccc2Cl)c1	i	i	1.3	8.0	i	-10.1	i	i	i	i	i
O=C(O)c1cc(S(=O)(=O)NC(CO)C(O)c2ccc([N+](=O)[O-])cc2)ccc1Br (stereo not given)	i	i	3.1	-1.6	i	-6.3	i	i	i	i	i
Cc1c(C)c2ccc(OCC(=O)N3CC[C@@]4(O)CCCC[C@H]4C3)c(C)c2oc1=O	i	i	-0.1	-0.9	i	-10.6	i	i	i	i	i
Cc1ccc(C)c(CN2CCC(CNC(=O)Nc3cccc(Cl)c3C)CC2)c1	i	i	-1.4	-0.8	i	-5.0	i	i	i	i	i
CCOc1ccc(N2CC(C(=O)Nc3ccccn3)CC2=O)cc1 (stereo not given)	i	i	-0.6	5.8	i	-5.2	i	i	i	i	i
More structures follow:
SMILES	KCNK9 block	TRPC4 potent	HDAC3 inh	Dyrk1A ADPGlo	KCNQ1 block	hERG rescue	KCNQ1 act	TMEM16A inh	TMEM16A act	KCNK3 block	TRPC4 act
COC(=O)c1ccccc1CSc1nsc(C)c1C#N	i	i	2.9	3.9	i	-6.9	i	i	i	i	i
Cc1ccc(C(=O)N/N=C/C=C/c2ccccc2)cc1	i	i	3.9	-2.0	i	-7.1	i	i	i	i	i
COc1nccnc1NS(=O)(=O)c1ccc(N=Cc2c(C)[nH]n(-c3ccc(C)c(C)c3)c2=O)cc1	i	i	2.3	-3.5	i	-9.9	i	i	i	i	i
Cc1cc(C)nc(SCc2cn3ccccc3n2)n1	i	i	-5.0	0.7	i	-1.7	i	i	i	i	i
O=C(CCc1nnc(Cc2ccc3c(c2)OCO3)o1)NC(c1ccccn1)C(F)(F)F (stereo not given)	i	i	.	2.8	i	-7.9	i	i	i	i	i
O=C(COC(=O)CCC(=O)c1ccccc1)Nc1nnc(-c2ccccc2)o1	i	i	-0.1	5.5	i	-18.1	i	i	i	i	i
O=C(Cn1cc2c(n1)CCCC2)N1CCOCC1	i	i	-7.9	4.8	i	-10.4	i	i	i	i	i
O=C(Cn1c(=O)c2cccn2c2ccc(F)cc21)N1CCN(c2ccc(F)cc2)CC1	i	i	-4.3	.	i	-9.1	i	i	i	i	i
CCOC(=O)C1CCCN(C(=O)CCc2nnc(-c3ccc(C(C)=O)s3)o2)C1 (stereo not given)	i	i	7.1	5.8	i	-8.0	i	i	i	i	i
CCOC(=O)C(=O)NCC(c1cccs1)S(=O)(=O)c1ccc(Cl)cc1 (stereo not given)	i	i	-7.2	-3.2	i	-6.0	i	i	i	i	i
O=c1oc(-c2cccs2)nc2sc3c(c12)CCCCC3	i	i	4.0	6.4	i	-4.2	i	i	i	i	i
CN(CC(=O)NCc1ccncc1)S(=O)(=O)c1ccc(F)cc1	i	i	2.2	-3.6	i	-5.2	i	i	i	i	i
CCOc1ccc(C(=O)COC(=O)c2c(-c3ccccc3)noc2C)cc1	i	i	6.3	-6.4	i	-15.3	i	i	i	i	i
O=C(C1=C(O)C(=O)N(CCN2CCOCC2)C1c1cccs1)c1cc2ccccc2o1 (stereo not given)	i	i	-8.9	-2.9	i	-4.2	i	i	i	i	i
COCCNC(=O)C(c1ccncc1)N(C(=O)Cn1nnc2ccccc21)c1ccc(OC)cc1 (stereo not given)	i	i	-8.7	-3.6	i	5.0*	i	i	i	i	i
COc1ccc(-c2nc(C(N)=O)c3[nH]c(=O)n(-c4cccc(C)c4)c3n2)c(OC)c1	i	i	-3.8	14.5	i	-10.6	i	i	i	i	i

A portion of the library (hit frequency here may not be typical).
